Compound activity deposited in PubChem by several laboratories.
TRPC6 inhibitor – inhibitors of mouse TRPC6 channel; Q61143; HEK293-TRPC6, membrane potential dye, ACh-evoked depolarization; stronger effect = lower value; B-score at 10 µM; 1.1% of 310,000 active;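 active = B-score under library mean minus 3 SD, initial fluorescence not abnormally high, positive integrated signal ratio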;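 also: B-score derived from integrated fluorescence ratio over the kinetic read; more negative B-score means stronger inhibition of depolarization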
MrgX1 PAM – human MrgX1 positive allosteric modulation, primary screen; AID 588675; 0.63% of 310,000 active; MrgX1-HEK293, Fluo-4 calcium flux, FDSS; stronger effect = higher value; B-score at 10 µM; Q96LB2;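 active = plate-corrected calcium response at least 3 library SD above typical, normal starting fluorescence, not activating the receptor alone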;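 also: compound read alongside a low EC10 to EC30 dose of BAM8-22 agonist; peak minus trough fluorescence over baseline measured at the second addition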
Target sequence (Q96LB2 whole entry, looked up): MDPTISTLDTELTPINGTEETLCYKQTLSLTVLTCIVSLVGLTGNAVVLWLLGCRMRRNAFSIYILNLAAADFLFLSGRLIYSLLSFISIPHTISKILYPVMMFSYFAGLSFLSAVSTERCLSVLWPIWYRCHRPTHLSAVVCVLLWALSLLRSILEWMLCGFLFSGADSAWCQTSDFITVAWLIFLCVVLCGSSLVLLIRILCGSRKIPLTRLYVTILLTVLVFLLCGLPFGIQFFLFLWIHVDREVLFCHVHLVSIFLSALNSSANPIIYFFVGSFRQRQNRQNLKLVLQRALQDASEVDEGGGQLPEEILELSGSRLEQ
SKKanGAS inh – blocks kanamycin growth of S. pyogenes SKKanGAS strain; BacTiter-Glo, 6 h; inhibition, % at 7.5 µM; 1.3% of 300,000 active; AID 1662;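 active = mean replicate score, as percent of positive control median, at least 50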;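 also: strain carries kanamycin resistance gene driven by streptokinase promoter and grows in 40 µg/ml kanamycin; loss of luminescence reflects streptokinase promoter inhibition or plain growth inhibition; 0% = median of DMSO wells and 100% = positive control at its reference dose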
TRPC4 block – inhibitors of mouse TRPC4 channel | 0.39% of 300,000 active | Q9QUQ5 | AID 2247 | HEK293 TRPC4beta/mu-opioid, DAMGO-evoked Fluo4 calcium flux; stronger effect = lower value | B-score at 10 µM;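 active = B-score over 3 SD under the library average, no early fluorescence shift, positive overall ratio signal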
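Assay system: HEK293 cells with stable TRPC4beta plus mu-opioid receptor expression; Probe or stimulus: DAMGO in two steps, submaximal then maximal; Dosing: single-point compound dosing; Measured by: Fluo4 calcium-dye fluorescence, kinetic read; Read-out basis: B score from integrated Fluo4 fluorescence ratio.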
Platelet DG rel – modulates dense granule release in human platelets. 0.22% of 300,000 active. AID 1663. inhibition, %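 (compounds screened at 7.5 µM in platelet-rich plasma)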. human platelet-rich plasma, SFLLRN dense granule ATP release, luminescence;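 active = mean replicate score, as percent of positive control, at or above 50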
TRPC6 activator – activates the mouse TRPC6 cation channel; Q61143; 0.13% of 310,000 active; AID 2550; B-score at 10 µM; HEK293-TRPC6 membrane potential dye fluorescence; stronger effect = higher value;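 active = B-score of the integrated fluorescence ratio above library mean plus 3 SD, and starting fluorescence ratio within library mean plus 5 SD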;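 also: higher score means more depolarization so channel activation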
MrgX1 agonist – human MrgX1 receptor agonism, primary screen | Q96LB2 | B-score at 10 µM | AID 588627 | 0.44% of 310,000 active | MrgX1-HEK293 cells, Fluo-4 calcium fluorescence, agonist mode; stronger effect = higher value;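 active = calcium response B-score plate-corrected fluorescence ratio at least 3 library SD, with starting fluorescence B-score inside 5 SD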
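times = overnight plating, then 30 min 37 °C plus 30 min room-temperature dye loading | assay system = stable human MrgX1 HEK293 cell line | input = fifteen thousand cells per well | signal = kinetic calcium dye fluorescence, Fluo-4 NW | dosing = compound delivered in addition one of three | read-out = B-scored fluorescence response ratio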
HIF activator – HIF pathway transcriptional activation; U2OS HRE-luciferase reporter, luminescence; normalized: DMSO 0%, desferrioxamine 100%; activation, % at 7.5 µM (by protocol); 0.32% of 300,000 active;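 active = mean activation of at least 10% of the iron chelator positive control signal, with at least half of replicates also reaching 10%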
RGS4 inh – inhibitors of human RGS4; 0.45% of 310,000 active; B-score at 10 µM; HEK293 M3R/RGS4 inducible, Fluo-4 calcium flux; stronger effect = higher value; triggered by carbachol at its EC20; P49798; AID 463165;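 active = B-score, a plate-corrected calcium signal, over three deviations above library mean, with baseline fluorescence within five deviations of library mean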;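 also: RGS4 expression induced by doxycycline in cells with stable M3 receptor; B-score is computed from the integrated fluorescence ratio over baseline after carbachol; higher B-score means a larger calcium signal and so more RGS4 inhibition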
Target sequence (P49798 whole entry, looked up): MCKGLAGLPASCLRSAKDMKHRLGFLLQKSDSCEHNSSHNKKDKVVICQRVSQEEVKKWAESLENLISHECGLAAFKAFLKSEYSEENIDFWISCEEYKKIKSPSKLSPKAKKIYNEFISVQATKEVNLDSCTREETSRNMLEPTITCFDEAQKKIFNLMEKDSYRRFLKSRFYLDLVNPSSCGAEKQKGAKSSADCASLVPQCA
MrgX1 antagonist – human MrgX1 receptor antagonism, primary screen | AID 588676 | Q96LB2 | MRGX1-HEK293 calcium flux, Fluo-4, BAM8-22 antagonism; stronger effect = lower value | 1.3% of 310,000 active | B-score at 10 µM;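 active = calcium-response B-score plate-corrected more than 3 library SD below zero, starting fluorescence within 5 deviations, no agonist response on first addition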;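 also: peak minus trough fluorescence over baseline after final BAM8-22 challenge near maximal dose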
RGS4 pot – potentiators or activators of RGS4; HEK293 M3R/inducible RGS4, carbachol calcium flux Fluo4; stronger effect = lower value; B-score at 10 µM; 0.92% of 310,000 active; AID 463111;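 active = B-score of the integrated calcium signal more than 4 SD below the library mean, with starting fluorescence not abnormally high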;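 also: negative B-score means reduced calcium response which marks RGS4 activation or potentiation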
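test system = HEK293 cells with stable M3R and inducible RGS4 | schedule = recording 10 s baseline at 1 Hz, 100 s post-agonist | technique = Fluo4-AM (2 µM) calcium-flux fluorescence, kinetic read | measure = Agonist-evoked peak-minus-minimum fluorescence over baseline, integrated ratio, B score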
* = called active by the depositor.

`O=C(CN(CC1CCCO1)C(=O)CNS(=O)(=O)c1ccc(Cl)cc1)NCCc1ccccc1` (stereo not drawn) gave TRPC6 inhibitor inactive, MrgX1 PAM inactive, SKKanGAS inh -1, TRPC4 block inactive, Platelet DG rel 4, TRPC6 activator inactive, MrgX1 agonist inactive, HIF activator -0.5, RGS4 inh inactive, MrgX1 antagonist inactive and RGS4 pot inactive.
For CSC1=NCCN1C(=O)Cc1ccc(-c2ccccc2)cc1 the results were TRPC6 inhibitor inactive, MrgX1 PAM inactive, SKKanGAS inh 2, TRPC4 block inactive, Platelet DG rel 2, TRPC6 activator inactive, MrgX1 agonist inactive, HIF activator 1.1, RGS4 inh inactive, MrgX1 antagonist inactive and RGS4 pot inactive.
`N#Cc1ccc(C23CC4(C2)[C@H](CN(Cc2ccc(-c5ccccc5)cc2)[C@@H]4c2ccccc2)C3c2ccc(Cl)nc2)cc1` (stereo partly drawn) gave TRPC6 inhibitor inactive, MrgX1 PAM inactive, SKKanGAS inh 1, TRPC4 block inactive, Platelet DG rel -1, TRPC6 activator inactive, MrgX1 agonist inactive, HIF activator -0.3, RGS4 inh inactive, MrgX1 antagonist inactive and RGS4 pot inactive.
`CCCC(C(=O)NCc1ccco1)N(C(=O)CNS(=O)(=O)c1ccc(Cl)cc1)C1CCCC1` (stereo not drawn) gave TRPC6 inhibitor inactive, MrgX1 PAM inactive, SKKanGAS inh 4, TRPC4 block inactive, Platelet DG rel -13, TRPC6 activator inactive, MrgX1 agonist inactive, HIF activator -0.8, RGS4 inh inactive, MrgX1 antagonist -6.7* and RGS4 pot inactive.
Screening Cc1occc1C(=O)NC1CCCN(Cc2ccc(CC(C)C)cc2)C1 (stereo not drawn) returned TRPC6 inhibitor inactive, MrgX1 PAM inactive, SKKanGAS inh 43, TRPC4 block inactive, Platelet DG rel 17, TRPC6 activator inactive, MrgX1 agonist inactive, HIF activator -0.2, RGS4 inh inactive, MrgX1 antagonist inactive and RGS4 pot inactive.
For Cc1cccc(CSc2ncnc3ccccc23)c1 the results were TRPC6 inhibitor inactive, MrgX1 PAM inactive, SKKanGAS inh 42, TRPC4 block inactive, Platelet DG rel 12, TRPC6 activator inactive, MrgX1 agonist inactive, HIF activator 2.1, RGS4 inh inactive, MrgX1 antagonist inactive and RGS4 pot inactive.
For O=C(CCC(=O)N1CCCCC1)Nc1nnc(C2CCCCC2)s1 the results were TRPC6 inhibitor inactive, MrgX1 PAM inactive, SKKanGAS inh -4, TRPC4 block inactive, Platelet DG rel 3, TRPC6 activator inactive, MrgX1 agonist inactive, HIF activator 0.3, RGS4 inh inactive, MrgX1 antagonist inactive and RGS4 pot inactive.
`Cc1oc2cc3oc(=O)c(CCC(=O)N(C)CC(=O)O)c(C)c3cc2c1C` gave TRPC6 inhibitor inactive, MrgX1 PAM inactive, SKKanGAS inh -1, TRPC4 block inactive, Platelet DG rel 2, TRPC6 activator inactive, MrgX1 agonist inactive, HIF activator -0.8, RGS4 inh inactive, MrgX1 antagonist inactive and RGS4 pot inactive.
`C=CCC1(CC=C)CCCN1C(=O)Cn1nnnc1CN(C)C(C)C` gave TRPC6 inhibitor inactive, MrgX1 PAM inactive, SKKanGAS inh 1, TRPC4 block inactive, Platelet DG rel 17, TRPC6 activator inactive, MrgX1 agonist inactive, HIF activator 1.7, RGS4 inh inactive, MrgX1 antagonist inactive and RGS4 pot inactive.
Screening COc1cc(C(=O)Oc2ccc3c(c2)OCC3=O)cc(OC)c1OC returned TRPC6 inhibitor inactive, MrgX1 PAM inactive, SKKanGAS inh 5, TRPC4 block inactive, Platelet DG rel 6, TRPC6 activator inactive, MrgX1 agonist inactive, HIF activator -1.6, RGS4 inh inactive, MrgX1 antagonist inactive and RGS4 pot inactive.
C1CCc2c(nc3nnnn3c2NC2CCCC2)C1 was read as TRPC6 inhibitor inactive, MrgX1 PAM inactive, SKKanGAS inh 2, TRPC4 block inactive, Platelet DG rel 2, TRPC6 activator inactive, MrgX1 agonist inactive, HIF activator -0.2, RGS4 inh inactive, MrgX1 antagonist inactive and RGS4 pot inactive.
For CCOc1ccc(S(=O)(=O)N2CCN(c3ccccc3OC)CC2)c2cccnc12 the results were TRPC6 inhibitor inactive, MrgX1 PAM inactive, SKKanGAS inh 4, TRPC4 block inactive, Platelet DG rel 1, TRPC6 activator inactive, MrgX1 agonist inactive, HIF activator -0.3, RGS4 inh inactive, MrgX1 antagonist inactive and RGS4 pot inactive.
For COC(=O)c1ccc(-c2ccc(Cl)cc2)nc1C the results were TRPC6 inhibitor inactive, MrgX1 PAM inactive, SKKanGAS inh -7, TRPC4 block inactive, Platelet DG rel -1, TRPC6 activator inactive, MrgX1 agonist inactive, HIF activator 1.4, RGS4 inh inactive, MrgX1 antagonist inactive and RGS4 pot inactive.
For COC(=O)c1ccccc1Oc1ccc(NC(=O)C(C)(C)CCl)cc1 the results were TRPC6 inhibitor inactive, MrgX1 PAM inactive, SKKanGAS inh 3, TRPC4 block inactive, Platelet DG rel 1, TRPC6 activator inactive, MrgX1 agonist inactive, HIF activator 0.2, RGS4 inh inactive, MrgX1 antagonist inactive and RGS4 pot inactive.
CCOCCCNC(=O)C(c1ccc(C)cc1)N(Cc1cccs1)C(=O)CNC(C)=O (stereo not drawn) was read as TRPC6 inhibitor inactive, MrgX1 PAM inactive, SKKanGAS inh -3, TRPC4 block inactive, Platelet DG rel -2, TRPC6 activator inactive, MrgX1 agonist inactive, HIF activator 0.2, RGS4 inh inactive, MrgX1 antagonist inactive and RGS4 pot inactive.
For CCN1C(=O)/C(=C\N(C(C)=O)c2ccccc2)OC1=S the results were TRPC6 inhibitor inactive, MrgX1 PAM inactive, SKKanGAS inh -3, TRPC4 block inactive, Platelet DG rel -7, TRPC6 activator inactive, MrgX1 agonist inactive, HIF activator 0.1, RGS4 inh inactive, MrgX1 antagonist inactive and RGS4 pot inactive.
`CN(CC(=O)Nc1ccccc1Cl)C(=O)c1cccc(-n2cccc2)c1` gave TRPC6 inhibitor inactive, MrgX1 PAM inactive, SKKanGAS inh 7, TRPC4 block inactive, Platelet DG rel 16, TRPC6 activator inactive, MrgX1 agonist inactive, HIF activator -0.2, RGS4 inh inactive, MrgX1 antagonist inactive and RGS4 pot inactive.
Screening COc1ccc(NC(=O)C2CC(=O)N(Cc3ccc(C)cc3)C2)cc1S(=O)(=O)N1CCCCC1 (stereo not drawn) returned TRPC6 inhibitor inactive, MrgX1 PAM inactive, SKKanGAS inh 10, TRPC4 block inactive, Platelet DG rel 1, TRPC6 activator inactive, MrgX1 agonist inactive, HIF activator 0.3, RGS4 inh inactive, MrgX1 antagonist inactive and RGS4 pot inactive.
Screening CN1CCN(C2Cc3ccc(F)cc3Sc3cc(F)c(Cl)cc32)CC1 (stereo not drawn) returned TRPC6 inhibitor inactive, MrgX1 PAM inactive, SKKanGAS inh 97*, TRPC4 block inactive, Platelet DG rel 15, TRPC6 activator inactive, MrgX1 agonist inactive, HIF activator 39*, RGS4 inh inactive, MrgX1 antagonist inactive and RGS4 pot inactive.
For O=C1/C(=C/c2ccc(N3CCCC3)cc2)NC(=S)N1C1CC1 the results were TRPC6 inhibitor inactive, MrgX1 PAM inactive, SKKanGAS inh 27, TRPC4 block inactive, Platelet DG rel -2, TRPC6 activator inactive, MrgX1 agonist inactive, HIF activator 0.9, RGS4 inh inactive, MrgX1 antagonist inactive and RGS4 pot inactive.
COC(=O)N1N=C(c2ccccc2)CC1(O)C(F)(F)F (stereo not drawn) was read as TRPC6 inhibitor inactive, MrgX1 PAM inactive, SKKanGAS inh -3, TRPC4 block inactive, Platelet DG rel 2, TRPC6 activator inactive, MrgX1 agonist inactive, HIF activator 1.7, RGS4 inh inactive, MrgX1 antagonist inactive and RGS4 pot inactive.
For Cc1ccc(-c2cc(C(=O)N/N=C/c3c[nH]c4ccccc34)n[nH]2)o1 the results were TRPC6 inhibitor inactive, MrgX1 PAM inactive, SKKanGAS inh 2, TRPC4 block inactive, Platelet DG rel -1, TRPC6 activator inactive, MrgX1 agonist inactive, HIF activator -0.1, RGS4 inh inactive, MrgX1 antagonist inactive and RGS4 pot inactive.
For CSc1c(CC(=O)Nc2ccccc2)n(Cc2ccccc2)c2ccccc12 the results were TRPC6 inhibitor inactive, MrgX1 PAM inactive, SKKanGAS inh -5, TRPC4 block inactive, Platelet DG rel 18, TRPC6 activator inactive, MrgX1 agonist inactive, HIF activator -0.7, RGS4 inh inactive, MrgX1 antagonist inactive and RGS4 pot inactive.
For Cc1c(N=C/C=C/c2ccccc2)c(=O)n(-c2ccccc2)n1C the results were TRPC6 inhibitor inactive, MrgX1 PAM inactive, SKKanGAS inh 0, TRPC4 block inactive, Platelet DG rel 9, TRPC6 activator inactive, MrgX1 agonist inactive, HIF activator 0.0, RGS4 inh inactive, MrgX1 antagonist inactive and RGS4 pot -8.7*.
O=[N+]([O-])c1ccc(OS(=O)(=O)Cc2ccccc2)cc1 was read as TRPC6 inhibitor inactive, MrgX1 PAM inactive, SKKanGAS inh 5, TRPC4 block inactive, Platelet DG rel 2, TRPC6 activator inactive, MrgX1 agonist inactive, HIF activator 0.1, RGS4 inh inactive, MrgX1 antagonist inactive and RGS4 pot inactive.
`O=C(COC(=O)c1ccc(O)cc1)Nc1ccccc1` gave TRPC6 inhibitor inactive, MrgX1 PAM inactive, SKKanGAS inh 0, TRPC4 block inactive, Platelet DG rel -1, TRPC6 activator inactive, MrgX1 agonist inactive, HIF activator -1.0, RGS4 inh inactive, MrgX1 antagonist inactive and RGS4 pot inactive.
`COc1ccccc1NC(=O)N1CCCC1C(=O)Nc1ccc2c(c1)OCO2` (stereo not drawn) gave TRPC6 inhibitor inactive, MrgX1 PAM inactive, SKKanGAS inh -6, TRPC4 block inactive, Platelet DG rel -3, TRPC6 activator inactive, MrgX1 agonist inactive, HIF activator -0.2, RGS4 inh inactive, MrgX1 antagonist inactive and RGS4 pot inactive.
